Source: PubChem
D1 mod: D1 dopamine receptor (human) allosteric modulation; P21728; B-score at 10 µM; HEK293 D1, CRE-luciferase, dopamine EC30 potentiation; actives deviate in either direction; 58,000 compounds, 5.9% hits;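 active = luminescence count or its row- and column-corrected plate score outside the 99.7% band of the plate's sample wells, on either side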
Target sequence (P21728 whole entry, looked up): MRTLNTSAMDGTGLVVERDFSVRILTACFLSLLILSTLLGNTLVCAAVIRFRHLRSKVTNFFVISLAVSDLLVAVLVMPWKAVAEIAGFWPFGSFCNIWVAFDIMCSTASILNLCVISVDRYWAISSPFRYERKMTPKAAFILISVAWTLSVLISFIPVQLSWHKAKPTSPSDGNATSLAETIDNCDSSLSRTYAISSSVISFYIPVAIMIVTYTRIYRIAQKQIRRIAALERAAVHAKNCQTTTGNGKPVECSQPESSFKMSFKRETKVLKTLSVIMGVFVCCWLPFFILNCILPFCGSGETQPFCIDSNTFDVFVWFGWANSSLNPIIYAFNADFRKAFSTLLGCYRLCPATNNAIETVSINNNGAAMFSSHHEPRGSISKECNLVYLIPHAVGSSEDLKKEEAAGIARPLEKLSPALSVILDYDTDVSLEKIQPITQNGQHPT
5HT1a ag: activates the human 5-HT1a serotonin receptor; 65,000 compounds, 0.56% hits; activation, % at 10 µM; AID 567; P08908; CHO 5-HT1a Ga15 NFAT-bla reporter, FRET ratio; 0% basal, 100% maximal reference agonist;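 active = activation above the screen-wide mean activation plus 3 SD, cut at about 19% in these data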;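 note: 0% = DMSO wells and 100% = 5-CT at EC100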
5HT1E antag: blocks the human 5-HT1E serotonin receptor | CHO 5-HT1E Ga15 NFAT-bla reporter, FRET, antagonist | P28566 | inhibition, % at 6 µM | 65,000 compounds, 0.99% hits;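 active = inhibition above a set limit, the mean inhibition across every tested compound plus 3 SD, cut at about 29% in these data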;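 note: signal is the 460 over 535 nm emission ratio of beta-lactamase substrate; 0% = agonist plus DMSO wells and 100% = wells without agonist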
S1P1 ag-PAM: agonists and agonism potentiators of human S1P1 receptor. activation, % at 9.5 µM. S1P1 CRE-bla cells, forskolin, beta-lactamase FRET, potentiator mode; S1P1 agonist co-added at EC20, 2 nM; 100% = saturating reference agonist, 0% = basal. 56,000 compounds, 0.57% hits;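 active = activation above a cutoff set at the mean activation of all tested compounds plus 3 SD, cut at about 54% in these data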;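 note: forskolin at 4 µM as EC80 and the EC20 agonist is SEW2871; 100% = SEW2871 at its EC100 plus forskolin at EC80; some compounds past the cut are filed as inactive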
Target sequence (P21453 whole entry, looked up): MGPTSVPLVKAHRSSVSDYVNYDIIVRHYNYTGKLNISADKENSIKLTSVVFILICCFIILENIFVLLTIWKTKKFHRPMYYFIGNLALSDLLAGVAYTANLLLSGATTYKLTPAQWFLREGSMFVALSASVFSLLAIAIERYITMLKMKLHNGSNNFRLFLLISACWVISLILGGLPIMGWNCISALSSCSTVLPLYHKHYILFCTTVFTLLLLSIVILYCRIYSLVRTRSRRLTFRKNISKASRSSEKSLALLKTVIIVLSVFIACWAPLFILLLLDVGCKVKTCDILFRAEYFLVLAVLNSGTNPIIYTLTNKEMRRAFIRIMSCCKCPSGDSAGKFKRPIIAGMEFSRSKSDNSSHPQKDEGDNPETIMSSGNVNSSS
Jurkat tox 60K: cytotoxic compounds reducing Jurkat cell viability | Jurkat E6.1 viability, ATP luminescence, 48 h | inhibition, % at 4 µM | 56,000 compounds, 1.2% hits | AID 463;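 active = inhibition above the mean inhibition of all tested compounds plus 3 SD, cut at about 28% in these data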
5HT1a antag: blocks the human serotonin 5-HT1a receptor; CHO 5-HT1a Ga15 NFAT-bla reporter, antagonist mode; inhibition, % at 10 µM; 62,000 compounds, 0.68% hits; AID 612;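 active = inhibition above the mean of all tested compounds plus 3 SD, cut at about 43% in these data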;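 note: receptor stimulated by 5-CT agonist at 100 nM near EC80; beta-lactamase reporter measured by ratiometric fluorescence of a cleavable substrate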
HEK293 NFkB inh: lowers PMA/ionomycin-induced NF-kB signal in HEK293 cells; HEK-293 NF-kB luciferase reporter, luminescence; inhibition, % at 3 µM; 62,000 compounds, 0.21% hits; AID 465;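 active = inhibition above the mean of all tested compounds plus 3 SD, cut at about 40% in these data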;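 note: 0% = stimulated DMSO wells and 100% = 10 µM reference inhibitor 5653914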
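System – HEK-293 cells with stable firefly luciferase reporter driven by four HIV NF-kB elements · Doses – one dose, 3 µM · Schedule – 1 h compound pre-incubation, 16 h PMA/ionomycin at 37 °C · Technique – luminescence from luciferase substrate reagent · Measure – percent inhibition normalized per plate to DMSO and reference-inhibitor controls · Replicates – tested once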
S1P3 ag: agonists of human S1P3 receptor. Q99500. activation, % at 4.5 µM. 60,000 compounds, 0.1% hits. S1P3 NFAT-BLA reporter cells, agonism, FRET ratio; relative to 1 µM S1P, basal subtracted;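 active = activation above the screen-wide mean plus 3 SD, cut at about 4.5% in these data, passing the limit was not always enough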; note: some compounds called inactive have numbers as strong as hits
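Assay system: CHO cells stably expressing human S1P3, Gα16 and NFAT-β-lactamase reporter. Timing: overnight plating, 4 h compound 37 °C, 2 h substrate RT. Signal: β-lactamase FRET emission ratio 460/535 nm. Measure: percent activation versus median 1 µM S1P response, basal-subtracted, per plate. Repeats: primary screen single test, confirmation screen in triplicate.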
5HT1E ag: agonists of human 5-HT1E serotonin receptor; P28566; AID 574; CHO 5-HT1E Ga15 NFAT-bla reporter, FRET; 0% DMSO wells, 100% control agonist wells; activation, % at 6 µM; 65,000 compounds, 0.69% hits;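 active = activation above a set limit, the screen-wide mean activation plus 3 SD, cut at about 8.5% in these data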;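 note: 100% = positive control agonist at 1 µM giving full maximal response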
* marks the source's active call; other numbers are inactive results; nt = no result given.

compound,HEK293 NFkB inh,5HT1a antag,5HT1E antag,S1P3 ag,S1P1 ag-PAM,5HT1E ag,5HT1a ag,Jurkat tox 60K,D1 mod
Clc1ccc(Cc2nnc(-c3ccccc3Br)o2)cc1,8,10,-3,-1.3,-2,0.1,-3.4,-3,0.089
CC(C)Oc1ccc(CC2CC(=O)NC2=O)cc1 (stereo not drawn),-5,10,4,0.4,-21,0.0,-4.7,-1,-0.068
CSCC[C@H](NC(=O)OC(C)(C)C)c1nnc(SCC(=O)N(C)C)o1,21,0,-2,-1.1,-4,-1.5,-3.0,3,-0.029
c1ccc(C2(c3ccccc3)OCC(Cn3cncn3)O2)cc1 (stereo not drawn),-7,15,1,-1.4,-5,-2.2,-1.5,2,-1.1
N#CCCN1CCN(S(=O)(=O)c2ccc(S(=O)(=O)NC3CCCC3)cc2)CC1,9,6,2,-0.3,-6,0.3,-1.4,-5,-0.36
Cc1ccc2cc(CCNC(=O)CC(C)(C)C)c(=O)[nH]c2c1C,8,-4,-2,-0.9,14,0.0,-0.4,-5,-0.12
COc1ccc(OC)c(NC(=O)c2[nH]c(C)c(C(C)=O)c2C)c1,1,3,4,0.5,-12,0.2,-2.3,-6,-2.2
COc1ccc(N2CCn3c2nc2c3c(=O)n(CCN3CCOCC3)c(=O)n2C)cc1,1,1,-1,0.0,-21,0.6,0.1,-1,0.15
CCS(=O)(=O)Nc1ccc(Cc2ccncc2)cc1,18,1,11,-0.3,-1,-0.4,1.2,11,0.041
CCc1c(C)nc(N)nc1OCC(F)(F)C(F)F,20,-17,7,-0.9,-22,-0.4,-3.1,-9,0.4
OC(CCCCN1CCCCC1)c1ccccc1 (stereo not drawn),4,5,-3,-1.1,-7,-1.2,-1.4,-2,-0.3
CCCCN1C(=O)C(NC(C)=O)c2ccccc21 (stereo not drawn),7,7,-2,-1.3,-2,0.2,1.1,2,-0.51
C=CCNc1nc(-c2ccc(O)c(C(N)=O)c2)cs1,nt,nt,9,-4.8,8,0.0,-1.5,nt,nt
Cc1onc(-c2ccccc2)c1C(=O)NC(C)C,-5,9,-4,0.1,-5,0.2,-0.8,-5,-0.54
CCOC(=O)c1ccc2c(c1)N(Cc1ccccc1C)C(=O)c1ccccc1S2=O (stereo not drawn),3,-1,18,0.0,-2,-0.9,-2.0,3,0.082
O=C(Cn1nnc2ccccc2c1=O)NCc1ccco1,8,0,0,-0.7,3,-0.4,-1.9,2,-1.8
Cc1cc(C)cc(CC2CC(=O)N(c3nc(C)cc(C)n3)C2=O)c1 (stereo not drawn),18,-8,-12,0.6,-25,0.0,-3.9,-7,2
N#C/C(=C(/O)COC(=O)CCCNC(=O)c1ccc(Cl)cc1)c1nc2ccccc2[nH]1,7,-4,-5,0.2,15,-0.1,1.4,-4,0.43
Cc1ccc(Cl)cc1N1CCN(S(=O)(=O)c2ccc3c(c2)OCCO3)CC1,-3,-2,12,0.0,13,-0.2,8.1,1,-0.28
COc1ccc2c(C)c(Cl)c(=O)oc2c1,8,-18,3,-0.3,-10,-0.2,-0.3,2,2.8
CNc1nc(NC)nc(-n2c(C(F)(F)F)nc3ccccc32)n1,-1,0,7,-0.6,nt,0.4,1.7,0,8*
CCOC(=O)N1CCC(NC(=O)C2CCN(S(=O)(=O)N3CCCC3)CC2)CC1,13,0,0,-0.3,-16,0.2,0.0,-2,0.9
CCC1CCCCN1C(=O)CSc1nnc(CNC(=O)c2ccco2)o1 (stereo not drawn),10,-9,5,nt,nt,-0.1,-0.1,nt,0.7
COc1ccc(Nc2nc(C(=O)NCCCN3CCOCC3)cs2)cc1,13,-4,5,0.0,-3,0.8,1.9,7,1.7
Cc1ccc(NC(=O)Cc2nn(C)c(=O)c3ccccc23)cc1F,31,13,5,nt,nt,-0.8,0.8,nt,nt
COc1ccc(-c2cnc(N)n2CC2CCCO2)cc1 (stereo not drawn),26,-15,-1,-0.3,-2,2.3,2.1,2,0.02
CCCn1nc(C(=O)N2CC(=O)Nc3ccccc32)c2ccccc2c1=O,6,-2,11,0.3,-5,2.2,1.2,74*,1.3
COc1ccc(CN2CC(C(=O)NCCCN3CCN(Cc4ccccc4)CC3)CC2=O)cc1 (stereo not drawn),-7,-3,1,nt,nt,0.0,1.1,nt,0.54
CC(=O)c1ccccc1OC(=O)c1ccco1,0,2,4,0.4,-24,0.6,-3.8,-8,0.045
N#Cc1nc(COc2ccccc2F)oc1NCc1ccc(F)cc1,10,15,25,0.0,14,0.6,0.8,2,5.1

The list continues:
compound,HEK293 NFkB inh,5HT1a antag,5HT1E antag,S1P3 ag,S1P1 ag-PAM,5HT1E ag,5HT1a ag,Jurkat tox 60K,D1 mod
COc1cccc(-n2nnc3c(=O)n(Cc4ccc(Br)cc4)cnc32)c1,24,-6,-2,nt,nt,0.5,-0.3,nt,0.51
O=C(O)[C@@H]1CCCN1c1ncnc2sc3c(c12)CCC3,2,-2,0,-1.2,-14,1.2,-1.3,2,-0.014
CC(=O)Nc1cnc2ccccc2n1,nt,nt,-16,1.7,0,-0.1,-2.3,nt,0.036
Cc1noc(/C=C/N(C)C)c1S(=O)(=O)N1CCCC(C(=O)NC2CCCCC2)C1 (stereo not drawn),17,-2,-17,0.0,-30,2.4,-4.9,-5,0.81
CCc1ccc(C2C(C#N)=C(N)SC(N)=C2C#N)s1,14,2,-10,-1.4,16,1.1,-3.7,0,7.3*
CCC(C)C(NC(=O)c1ccc(Cl)cc1)C(=O)O (stereo not drawn),6,-8,-4,0.4,8,0.1,-1.1,0,-0.22
CCn1c2ccccc2c2nc3cc(S(=O)(=O)N4CCOCC4)ccc3nc21,-1,6,50*,1.7,-57,0.7,2.8,3,6.5*
CCOC(=O)N1CCN(c2ccc(C(=O)CC)cc2F)CC1,5,1,2,-2.1,0,-0.3,-2.0,10,0.16
Cc1nc(NC(=O)c2csc3ccccc23)sc1C,-61,17,6,0.1,-9,-0.5,-2.6,3,-3.4*
CNC(=O)c1ccccc1NC(=O)c1cccc(S(=O)(=O)N2CCC(C)CC2)c1,-6,6,11,-1.0,-10,0.7,-0.4,3,-3.7*
Cc1ccc(C(=O)N(c2ccccn2)C(C)c2ccco2)cc1 (stereo not drawn),12,-3,-5,-1.4,-3,-0.5,-1.0,-7,0.016
COc1ccccc1CNC(=O)c1ccc(S(=O)(=O)N2CCCC2)cc1,12,6,9,-0.7,-35,1.2,-3.1,2,1.5
Cc1oc(-c2ccc(F)cc2)cc1-c1nn2c(-c3ccco3)nnc2s1,9,-17,-3,-0.2,nt,0.7,3.4,-5,1.4
O=C(C1CCCN(S(=O)(=O)c2cccc3cccnc23)C1)N1CCN(c2ccc(F)cc2)CC1 (stereo not drawn),3,-7,-4,-1.2,12,1.1,0.7,8,-2.3*
CCCC(=O)N1CCN(c2ccc(NC(=O)c3ccco3)cc2)CC1,8,-16,-3,-0.8,-24,-0.1,-0.9,-6,0.13
Cn1c(=O)c2c(nc(CN3CCN(C(=O)c4ccco4)CC3)n2CCc2ccccc2)n(C)c1=O,-3,6,-16,-0.4,-10,-0.1,-0.6,7,-0.00071
CCOC(=O)C1CCCN(C(=O)c2cc3c(=O)n4cccc(C)c4nc3n2C)C1 (stereo not drawn),12,-4,-4,-1.1,-29,0.4,-0.1,0,1.6
COc1cccc(C2=CC(c3cccc(OC)c3OC)n3nnnc3N2)c1 (stereo not drawn),16,24,10,-0.7,-12,0.1,-1.6,67*,2
CCCN1Cc2cccc(C(=O)NCc3ccc4c(c3)OCO4)c2C1=O,10,7,23,-0.8,2,-0.3,-1.4,-3,12*
CSc1cccc(NC(=O)C2CCCN2S(=O)(=O)c2ccc3c(c2)CCC(=O)N3)c1 (stereo not drawn),17,8,7,-0.7,15,-0.3,-1.9,7,-0.61
CCOC(=O)C1=C(CC)OC(N)=C(C#N)C1c1cc(OC)ccc1OC (stereo not drawn),20,6,-12,-2.2,6,0.4,-0.4,5,0.64
CC(Sc1n[nH]c(=O)[nH]c1=O)C(=O)OCc1ccccc1 (stereo not drawn),7,-1,2,0.1,-17,-1.0,-2.4,-2,-0.23
CCc1ccc(S(=O)(=O)NCCc2csc(-c3ccccc3)n2)s1,2,-1,17,0.0,65*,-0.6,-2.1,6,-0.38
CCOc1ccccc1-n1c(COc2ccc(C)cc2)nnc1SCC(N)=O,-10,-1,3,-0.4,-2,-0.1,-6.5,-2,-0.48
COc1ccc(Cl)cc1C(=O)CSc1nnnn1C1CCCC1,-3,-1,-2,-0.1,24,1.8,-1.2,4,2.8*
CCC(C)(C)NC(=O)CN(C(=O)CNS(=O)(=O)c1ccc(C)cc1)c1ccc2c(c1)OCCO2,15,-1,-4,4.5,9,0.2,2.2,-4,-0.061
COc1ccc(-n2c(=O)[nH]cc(C(=O)N3CCc4ccccc43)c2=O)cc1,9,7,0,-0.7,-46,-0.4,-3.9,-3,0.17
O=C(C(Cc1ccccc1)N1C(=O)C2C3C=CC(C3)C2C1=O)N1CCCCCC1 (stereo not drawn),13,1,5,-0.7,nt,0.1,-3.3,5,0.71
Cc1cccc(C)c1NC(=O)N1CCN(C2CCCCC2)CC1,-1,14,-5,-0.9,6,-0.5,-3.5,3,0.14
Cc1cc(C)c(NC(=O)CS(=O)CC(=O)Nc2cccnc2)c(C)c1 (stereo not drawn),18,-5,-8,0.3,-15,0.2,0.4,-4,-0.29

(further entries)
compound,HEK293 NFkB inh,5HT1a antag,5HT1E antag,S1P3 ag,S1P1 ag-PAM,5HT1E ag,5HT1a ag,Jurkat tox 60K,D1 mod
CC(C)CCN(C)C1CCN(S(=O)(=O)c2cccc(C(F)(F)F)c2)CC1,-9,2,-6,0.1,-3,2.2,-0.9,-8,0.066
COc1cccc(-n2c(Cc3cc(=O)[nH]c(=O)[nH]3)nnc2SCC(=O)NC2CCCCC2)c1,-5,-5,16,-0.3,-1,0.8,0.1,13,-0.27
O=C1CC(C(=O)N2CCN(c3ccc(F)cc3)CC2)CN1CCc1ccccc1 (stereo not drawn),14,-16,-4,0.4,-16,0.6,-0.6,-2,0.069
CC1(C)CC(=O)C=C(NCC2CCCO2)C1 (stereo not drawn),14,-6,8,-0.9,-12,-1.1,-2.7,2,nt
C#CCOc1nc(OCC#C)nc(OCC#C)n1,6,-10,-6,-1.4,-3,-0.3,-1.0,-3,2

Quoted at random: two records from the list.
compound,HEK293 NFkB inh,5HT1a antag,5HT1E antag,S1P3 ag,S1P1 ag-PAM,5HT1E ag,5HT1a ag,Jurkat tox 60K,D1 mod
CC1(C)CC(=O)C=C(NCC2CCCO2)C1 (stereo not drawn),14,-6,8,-0.9,-12,-1.1,-2.7,2,nt
Cc1onc(-c2ccccc2)c1C(=O)NC(C)C,-5,9,-4,0.1,-5,0.2,-0.8,-5,-0.54
